DAX1 inh-1 = blocks DAX1 repression of SF-1 activated StAR promoter; inhibition, % at 6.8 µM; AID 652010; actives 1.1% (n = 370,000); HEK293T StAR-luciferase reporter, SF-1/DAX-1 repression relief;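 active means inhibition above the mean over all tested compounds plus 3 SD, cut at about 3.6% in these data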;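 further: 0% = DAX-1 cells with DMSO and 100% = cells lacking DAX-1 with DMSO; higher inhibition means more luminescence from relief of DAX-1 repression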
SMARCA2 act = SMARCA2 function activation, primary screen. actives 1% (n = 370,000). MG213 cells, MMTV-luciferase reporter, dexamethasone, overnight. AID 652017. activation, % at 9.1 µM; in the data active means activation above about 7.8%;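 further: 0% = vehicle wells and 100% = reference activator wells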
ssDAF-12 act = activates DAF-12 receptor from parasite S. stercoralis. HEK293 ssDAF-12/GRIP1 lit1-tk-luc reporter, luminescence; % of 3 µM dafachronic acid response. activation, % at 6.8 µM. actives 1% (n = 370,000). AID 652126;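 active means activation above the mean over all tested compounds plus 3 SD, cut at about 0.9% in these data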;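 further: 0% = DMSO-only wells and 100% = 3 µM delta7-dafachronic acid wells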
hcDAF-12 act = activates DAF-12 receptor from parasite H. contortus; activation, % at 6.8 µM; actives 1.4% (n = 370,000); HEK293 hcDAF-12 lit1-tk-luc reporter, luminescence; 0% DMSO, 100% Δ7-dafachronic acid; AID 652067;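 active means activation above the mean of all tested compounds plus 3 SD, cut at about 5.5% in these data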;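 further: 100% = response to 3 µM Δ7-dafachronic acid high control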
proKLK7 act = activates the human kallikrein-7 zymogen; P49862; purified proKLK7, EDANS-DABCYL substrate fluorescence; 100% is mature enzyme control, 0% vehicle; activation, % at 7 µM; actives 0.9% (n = 370,000); AID 652039;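 active means activation above the mean of all tested compounds plus 3 SD, computed per campaign excluding outliers beyond control limits, cut at about 13% in these data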
Target sequence (P49862 whole entry, looked up): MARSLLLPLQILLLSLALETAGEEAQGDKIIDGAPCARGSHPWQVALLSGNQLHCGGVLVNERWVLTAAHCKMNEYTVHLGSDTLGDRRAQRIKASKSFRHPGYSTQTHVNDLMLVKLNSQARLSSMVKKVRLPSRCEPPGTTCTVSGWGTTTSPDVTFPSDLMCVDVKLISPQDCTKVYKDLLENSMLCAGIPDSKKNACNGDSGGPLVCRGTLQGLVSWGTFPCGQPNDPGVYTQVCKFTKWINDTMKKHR
GC-B act = GC-B (human) receptor activation; P20594; HEK293-GC-B cells, CNP EC30, cGMP TR-FRET; 0% at EC30 CNP, 100% saturating CNP; activation, % at 10 µM; actives 0.11% (n = 370,000); AID 1920062;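 active means activation at 10 µM reaching about 35% in either raw or pattern-adjusted values, limit read from the data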
DAX1 inh-2 = inhibitors of human orphan nuclear receptor DAX1 (NR0B1) | P51843 | HEK293 Gal4-DAX1 luciferase reporter, luminescence | inhibition, % at 6.75 µM | actives 0.99% (n = 340,000) | AID 504766;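 active means inhibition above the mean over all tested compounds plus 3 SD, cut at about 4.2% in these data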;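 further: 0% = DAX1-transfected cells with DMSO and 100% = empty-vector control cells with DMSO; inhibition shows as a rise in luminescence from relieved DAX1 repression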
Target sequence (P51843 207-470 limits assumed): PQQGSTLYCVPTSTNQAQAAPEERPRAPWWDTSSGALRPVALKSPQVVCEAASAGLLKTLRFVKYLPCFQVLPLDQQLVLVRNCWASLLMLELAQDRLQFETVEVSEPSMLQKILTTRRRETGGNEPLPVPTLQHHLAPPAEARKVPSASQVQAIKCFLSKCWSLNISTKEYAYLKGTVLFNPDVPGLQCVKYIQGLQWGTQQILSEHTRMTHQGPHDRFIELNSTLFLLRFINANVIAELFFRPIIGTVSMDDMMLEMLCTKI
hgDAF12 agonist = agonists of H. glycines DAF-12 nuclear receptor | HEK293 GAL4-hgDAF12 UAS-luciferase reporter, agonist luminescence; normalized to butyrate control | activation, % at 6.8 µM | actives 1.8% (n = 370,000);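 active means activation above a cutoff set at the mean of all screened compounds plus 3 SD, cut at about 10% in these data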;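 further: 0% = DMSO wells and 100% = sodium butyrate wells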
FXN GAA850 act = frataxin GAA850 promoter activation. actives 0.56% (n = 360,000). activation, % at 6 µM. AID 540364. HEK293 lucGAA850 FXN promoter luciferase reporter, 24 h; percent of 10 µM SAHA response;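 active means activation above the average of all compounds screened plus 3 SD, cutoff fixed separately per campaign, cut at about 7.5% in these data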;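 further: 0% = DMSO wells and 100% = 10 µM SAHA wells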
sPLA2-III inh = Blocks human group III sPLA2 activity. Q9NZ20. QFRET BODIPY PC-A2 liposome hydrolysis, fluorescence. inhibition, % at 12.2 µM. actives 0.56% (n = 370,000);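 active means inhibition above mean plus 3 SD of compounds lying within the high and low control bounds, cut at about 19% in these data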;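 further: 0% = median of test compound wells and 100% = no enzyme DMSO wells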
Target sequence (Q9NZ20 whole entry, looked up): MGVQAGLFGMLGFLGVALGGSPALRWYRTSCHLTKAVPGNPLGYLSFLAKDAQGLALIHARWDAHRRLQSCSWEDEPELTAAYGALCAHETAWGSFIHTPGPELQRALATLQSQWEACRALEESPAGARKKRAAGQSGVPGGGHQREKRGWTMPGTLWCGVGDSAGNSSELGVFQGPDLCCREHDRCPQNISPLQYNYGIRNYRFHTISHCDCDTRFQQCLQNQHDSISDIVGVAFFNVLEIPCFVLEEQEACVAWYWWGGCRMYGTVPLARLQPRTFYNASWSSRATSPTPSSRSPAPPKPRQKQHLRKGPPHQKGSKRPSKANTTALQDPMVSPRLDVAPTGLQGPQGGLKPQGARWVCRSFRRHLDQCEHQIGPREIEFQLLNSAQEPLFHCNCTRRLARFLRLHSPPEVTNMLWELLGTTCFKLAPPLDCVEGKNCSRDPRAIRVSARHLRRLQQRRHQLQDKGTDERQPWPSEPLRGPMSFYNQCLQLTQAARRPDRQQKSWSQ
NPR1 activator = GC-A (human) enzyme activation. activation, % at 10 µM. actives 0.14% (n = 370,000). HEK293 GC-A cells, cGMP TR-FRET, EC30 ANP; 0% at EC30 ANP, 100% saturating ANP. AID 1671463; in the data active means activation above about 40%
Active calls of the source: *.

For O=c1oc(-c2ccc([N+](=O)[O-])cc2)nc2ccccc12 the results were DAX1 inh-1 1.1, SMARCA2 act 2, ssDAF-12 act -1.2, hcDAF-12 act 0.2, proKLK7 act -0.4, GC-B act -6, DAX1 inh-2 -1.8, hgDAF12 agonist 7.4, FXN GAA850 act -1.0, sPLA2-III inh -7 and NPR1 activator -4.
Screening Cc1ccc(C)c(NC(=S)N(C)CCc2ccccn2)c1 returned DAX1 inh-1 -0.4, SMARCA2 act 3, ssDAF-12 act -1.1, hcDAF-12 act -0.7, proKLK7 act 0.8, GC-B act 6, DAX1 inh-2 0.1, hgDAF12 agonist -0.4, FXN GAA850 act 0.1, sPLA2-III inh 2 and NPR1 activator 1.
COc1cc(NC(=O)C2CCCN2S(=O)(=O)c2ccc3c(c2)CCC(=O)N3)cc(OC)c1 (stereo unspecified) was read as DAX1 inh-1 -0.4, SMARCA2 act 3, ssDAF-12 act -1.5, hcDAF-12 act -0.9, proKLK7 act 0.1, GC-B act -7, DAX1 inh-2 1.0, hgDAF12 agonist 2.3, FXN GAA850 act 2.1, sPLA2-III inh -5 and NPR1 activator -1.
For CC[C@]12c3[nH]c4ccccc4c3CCN1C(=O)C(CC(=O)NCCCn1ccnc1)C[C@@H]2C(=O)N1CCN(C(=O)c2ccco2)CC1 (stereo partly specified) the results were DAX1 inh-1 1.2, SMARCA2 act 1, ssDAF-12 act -1.1, hcDAF-12 act 0.5, proKLK7 act 1.3, GC-B act 4, DAX1 inh-2 -0.3, hgDAF12 agonist 0.7, FXN GAA850 act -1.1, sPLA2-III inh -3 and NPR1 activator 2.
For O=C(Cc1ccccc1)Nn1c(-c2ccccc2F)nc2ccccc2c1=O the results were DAX1 inh-1 0.2, SMARCA2 act -1, ssDAF-12 act -1.3, hcDAF-12 act -0.3, proKLK7 act -0.4, GC-B act 5, DAX1 inh-2 -1.3, hgDAF12 agonist 3.1, FXN GAA850 act 0.4, sPLA2-III inh -3 and NPR1 activator -2.
For CCOc1ccc(C(=O)CCC(=O)NNC(=O)c2ccncc2)cc1 the results were DAX1 inh-1 0.5, SMARCA2 act -1, ssDAF-12 act -1.0, hcDAF-12 act 0.4, proKLK7 act -0.2, GC-B act -1, DAX1 inh-2 0.7, hgDAF12 agonist -0.8, FXN GAA850 act -0.2, sPLA2-III inh 15 and NPR1 activator 2.
O=c1n(Cc2ccccc2)c(O)c2n1Cc1ccccc1N=C2c1ccccc1 was read as DAX1 inh-1 -0.5, SMARCA2 act -1, ssDAF-12 act -1.2, hcDAF-12 act 2.8, proKLK7 act -0.3, GC-B act 8, hgDAF12 agonist 2.2, sPLA2-III inh 4 and NPR1 activator -1.
Screening C[C@H](CO)N1C[C@H](C)[C@@H](CN(C)C(=O)Nc2ccccc2)Oc2c(NS(=O)(=O)c3ccccc3)cccc2C1=O returned DAX1 inh-1 1.5, SMARCA2 act 2, ssDAF-12 act -1.1, hcDAF-12 act -1.4, proKLK7 act -0.8, GC-B act 4, DAX1 inh-2 -0.4, hgDAF12 agonist -2.8, FXN GAA850 act -0.7, sPLA2-III inh -2 and NPR1 activator 2.
For Cc1ccccc1-c1cc(C(=O)N/N=C/c2cccnc2)c2ccccc2n1 the results were DAX1 inh-1 -1.6, SMARCA2 act -1, ssDAF-12 act -0.8, hcDAF-12 act -2.4, proKLK7 act 0.1, GC-B act -6, DAX1 inh-2 0.4, hgDAF12 agonist 1.0, FXN GAA850 act -1.3, sPLA2-III inh 3 and NPR1 activator 4.
Screening CCOc1ccc(C2C(C(=O)c3ccco3)=C(O)C(=O)N2CCN2CCOCC2)cc1OCC (stereo unspecified) returned DAX1 inh-1 -2.0, SMARCA2 act -3, ssDAF-12 act -1.6, hcDAF-12 act 0.4, proKLK7 act 0.3, GC-B act 0, DAX1 inh-2 0.5, hgDAF12 agonist -0.1, FXN GAA850 act 1.2, sPLA2-III inh 1 and NPR1 activator 0.
`Cc1nc2ccc(S(=O)(=O)NCC(=O)NCc3ccccc3Cl)cc2s1` gave DAX1 inh-1 0.0, SMARCA2 act -2, ssDAF-12 act -1.0, hcDAF-12 act -0.6, proKLK7 act 0.3, GC-B act -1, hgDAF12 agonist 2.1, sPLA2-III inh -7 and NPR1 activator -4.
`Nc1cnc(-c2ccccc2)nc1Cl` gave DAX1 inh-1 0.4, SMARCA2 act 0, ssDAF-12 act 0.1, hcDAF-12 act 4.7, proKLK7 act -0.3, GC-B act 8, DAX1 inh-2 1.3, hgDAF12 agonist 3.2, FXN GAA850 act 4.0, sPLA2-III inh -3 and NPR1 activator 4.
For CCOC(=O)C1CCN(c2ncnc3c2oc2ccccc23)CC1 the results were DAX1 inh-1 -0.1, SMARCA2 act -2, ssDAF-12 act -1.6, hcDAF-12 act -1.3, proKLK7 act -0.1, GC-B act -3, DAX1 inh-2 -0.4, hgDAF12 agonist -4.1, FXN GAA850 act 1.2, sPLA2-III inh 1 and NPR1 activator 0.
`CCOC(=O)c1ccc(NC(=O)CSc2nnc(COc3ccccc3OC)n2C)cc1` gave DAX1 inh-1 0.0, SMARCA2 act 0, ssDAF-12 act -1.1, hcDAF-12 act -1.1, proKLK7 act -0.9, GC-B act -2, DAX1 inh-2 -0.8, hgDAF12 agonist 2.2, FXN GAA850 act -2.2, sPLA2-III inh -1 and NPR1 activator 2.
Screening COc1ccccc1N1CC=C(c2cccc([N+](=O)[O-])c2)NC1=O returned DAX1 inh-1 -0.2, SMARCA2 act -2, ssDAF-12 act -0.8, hcDAF-12 act -1.1, proKLK7 act 0.4, GC-B act 3, DAX1 inh-2 0.1, hgDAF12 agonist 0.0, FXN GAA850 act 0.9, sPLA2-III inh 0 and NPR1 activator 6.
`CC(=O)NCCC(=O)Nc1cc(S(=O)(=O)Nc2ccc(Cl)cc2)ccc1N1CCCC1` gave DAX1 inh-1 -0.1, SMARCA2 act -3, ssDAF-12 act -1.0, hcDAF-12 act -2.6, proKLK7 act -0.3, GC-B act -3, DAX1 inh-2 -1.8, hgDAF12 agonist 1.7, FXN GAA850 act -1.0, sPLA2-III inh -9 and NPR1 activator 5.
CCOC(=O)c1c(NC(=O)c2ccc(Cl)cc2)csc1C was read as DAX1 inh-1 0.1, SMARCA2 act -3, ssDAF-12 act -1.3, hcDAF-12 act 1.2, proKLK7 act -0.3, GC-B act -4, DAX1 inh-2 0.0, hgDAF12 agonist 4.5, FXN GAA850 act -0.2, sPLA2-III inh 5 and NPR1 activator -2.
`COCCCN1C(=O)/C(=C\c2cccs2)C(C(=O)OC)=C1C` gave DAX1 inh-1 -1.0, SMARCA2 act 1, ssDAF-12 act -1.8, hcDAF-12 act -2.0, proKLK7 act 0.2, GC-B act 0, DAX1 inh-2 0.0, hgDAF12 agonist -2.4, FXN GAA850 act 0.0, sPLA2-III inh -8 and NPR1 activator 5.
Screening O=C(CSc1nc2ccccc2nc1N1CCOCC1)Nc1ccccc1F returned DAX1 inh-1 0.0, SMARCA2 act 0, ssDAF-12 act -0.8, hcDAF-12 act 2.4, proKLK7 act 0.7, GC-B act -19, DAX1 inh-2 0.6, hgDAF12 agonist 2.4, FXN GAA850 act 3.4, sPLA2-III inh -4 and NPR1 activator -11.
For COC(=O)C1C2CC3c4[nH]c5cc(OC)ccc5c4CCN3CC2CC(O)C1OC (stereo unspecified) the results were DAX1 inh-1 -0.1, SMARCA2 act -1, ssDAF-12 act -0.8, hcDAF-12 act 5.0, proKLK7 act 3.0, GC-B act 0, DAX1 inh-2 1.6, hgDAF12 agonist -0.4, FXN GAA850 act 1.6, sPLA2-III inh 4 and NPR1 activator 1.
For COc1ccc(N2C(=O)CC(N3CCN(c4nc5ccccc5s4)CC3)C2=O)cc1 (stereo unspecified) the results were DAX1 inh-1 -1.2, SMARCA2 act -4, ssDAF-12 act -1.1, hcDAF-12 act -1.4, proKLK7 act 0.6, GC-B act 6, DAX1 inh-2 -2.0, hgDAF12 agonist -3.2, FXN GAA850 act -1.0, sPLA2-III inh -16 and NPR1 activator 4.
For NC(=O)c1ccc(Nc2nnc(-c3ccc(O)cc3)c3ccccc23)cc1 the results were DAX1 inh-1 -0.7, SMARCA2 act -2, ssDAF-12 act -1.4, hcDAF-12 act -1.8, proKLK7 act 4.1, GC-B act -4, DAX1 inh-2 -0.7, hgDAF12 agonist 0.4, FXN GAA850 act 2.2, sPLA2-III inh -6 and NPR1 activator 0.
For CN(C)S(=O)(=O)c1ccc(NCC2COc3ccccc3O2)c([N+](=O)[O-])c1 (stereo unspecified) the results were DAX1 inh-1 -0.4, SMARCA2 act 0, ssDAF-12 act -1.4, hcDAF-12 act -0.1, proKLK7 act 0.5, GC-B act 0, DAX1 inh-2 -1.0, hgDAF12 agonist 0.4, FXN GAA850 act 1.6, sPLA2-III inh -2 and NPR1 activator 2.
Screening CCOC(=O)c1cnc2c(c(C)nn2C)c1Oc1ccc(OC)cc1 returned DAX1 inh-1 -0.6, SMARCA2 act -1, ssDAF-12 act -0.5, hcDAF-12 act -2.1, proKLK7 act -0.1, GC-B act 1, hgDAF12 agonist -3.2, FXN GAA850 act 2.3, sPLA2-III inh 1 and NPR1 activator 3.
For COc1ccc(CNS(=O)(=O)c2cc3c4c(c2)C(C)C(=O)N4CCC3)cc1 (stereo unspecified) the results were DAX1 inh-1 -2.1, SMARCA2 act -1, ssDAF-12 act -1.3, hcDAF-12 act -1.5, proKLK7 act 0.5, GC-B act 5, DAX1 inh-2 -0.6, hgDAF12 agonist -2.3, FXN GAA850 act -1.4, sPLA2-III inh -26 and NPR1 activator 4.
`Cc1nnc(SCC(=O)NCc2ccccc2)s1` gave DAX1 inh-1 -0.3, SMARCA2 act 3, ssDAF-12 act -1.5, hcDAF-12 act -1.7, proKLK7 act 0.4, GC-B act 5, DAX1 inh-2 -0.2, hgDAF12 agonist 0.6, FXN GAA850 act 0.4, sPLA2-III inh 4 and NPR1 activator 1.

Arranged by length of the SMILES (falling): part of the list above.
For CN(C)S(=O)(=O)c1ccc(NCC2COc3ccccc3O2)c([N+](=O)[O-])c1 (stereo unspecified) the results were DAX1 inh-1 -0.4, SMARCA2 act 0, ssDAF-12 act -1.4, hcDAF-12 act -0.1, proKLK7 act 0.5, GC-B act 0, DAX1 inh-2 -1.0, hgDAF12 agonist 0.4, FXN GAA850 act 1.6, sPLA2-III inh -2 and NPR1 activator 2.
For COC(=O)C1C2CC3c4[nH]c5cc(OC)ccc5c4CCN3CC2CC(O)C1OC (stereo unspecified) the results were DAX1 inh-1 -0.1, SMARCA2 act -1, ssDAF-12 act -0.8, hcDAF-12 act 5.0, proKLK7 act 3.0, GC-B act 0, DAX1 inh-2 1.6, hgDAF12 agonist -0.4, FXN GAA850 act 1.6, sPLA2-III inh 4 and NPR1 activator 1.
Screening CCOC(=O)c1cnc2c(c(C)nn2C)c1Oc1ccc(OC)cc1 returned DAX1 inh-1 -0.6, SMARCA2 act -1, ssDAF-12 act -0.5, hcDAF-12 act -2.1, proKLK7 act -0.1, GC-B act 1, hgDAF12 agonist -3.2, FXN GAA850 act 2.3, sPLA2-III inh 1 and NPR1 activator 3.

Compound activity from PubChem BioAssay.
